ASAP1 GAP inh = inhibitors of human ASAP1 ArfGAP activity; Q9ULH1; ASAP1-stimulated ARF1 GTP hydrolysis, GDP FP detection; inhibition, % at 16.5 µM; hit rate 0.19% among 360,000; AID 624377; in the data active means inhibition above about 25%;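 further: 0% = vehicle with enzyme and substrate and 100% = no enzyme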
TDP2 absorb = blocks human TDP2 phosphodiesterase activity; O95551; recombinant TDP2, T5PNP hydrolysis, p-nitrophenol absorbance 415 nm; inhibition, % at 12.8 µM; hit rate 0.34% among 370,000; AID 720702;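 active means inhibition above the mean of all tested compounds plus 3 SD, set per campaign, cut at about 25% in these data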;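 further: 0% = DMSO with enzyme and 100% = buffer with substrate but no TDP2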
Target sequence (O95551 whole entry, looked up): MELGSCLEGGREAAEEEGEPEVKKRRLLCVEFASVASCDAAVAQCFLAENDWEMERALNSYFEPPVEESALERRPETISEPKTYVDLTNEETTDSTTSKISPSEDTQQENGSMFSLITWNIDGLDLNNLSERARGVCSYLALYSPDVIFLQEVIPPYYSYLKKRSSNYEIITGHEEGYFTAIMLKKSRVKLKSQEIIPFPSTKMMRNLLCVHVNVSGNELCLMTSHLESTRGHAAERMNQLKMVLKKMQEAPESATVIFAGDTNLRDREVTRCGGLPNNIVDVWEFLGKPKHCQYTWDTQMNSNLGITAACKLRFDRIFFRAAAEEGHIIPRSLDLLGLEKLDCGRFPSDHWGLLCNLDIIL
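Material: recombinant human TDP2; quantity: TDP2 enzyme at 120 nM final; medium: Tris-HCl pH 7.5 with MgCl2; compound: single concentration, 12.8 µM nominal, with 1% DMSO; incubation: 2 h enzyme incubation at 37 °C; signal: epi absorbance; measure: percent inhibition; benchmarks: high control without enzyme, low control DMSO plus TDP2; repeats: singlicate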
ADAM17 inh = inhibits human ADAM17; P78536; recombinant ADAM17, EDANS/DABCYL FRET peptide cleavage; inhibition, % at 6.95 µM; hit rate 0.83% among 370,000; AID 720648;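 active means inhibition above the mean of compounds lying between control limits plus 3 SD, set per campaign, cut at about 8.5% in these data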;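 further: 0% = DMSO-only wells as the low control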
proKLK7 act = proKLK7 (human) activation, primary screen; P49862; purified proKLK7, EDANS-DABCYL substrate fluorescence; 100% is mature enzyme control, 0% vehicle; activation, % at 7 µM; hit rate 0.9% among 370,000; AID 652039;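 active means activation above the mean of all tested compounds plus 3 SD, computed per campaign excluding outliers beyond control limits, cut at about 13% in these data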
DDE Tn6 FP inh = disrupts Tn6 cyclic peptide binding to fibrin D-Dimer-E complex; inhibition, % at 8.3 µM; hit rate 0.21% among 370,000; Fibrin DD(E) TRITC-Tn6 fluorescence polarization displacement;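 active means inhibition above a per-campaign cutoff: mean of compounds within control limits plus 3 SD, cut at about 15% in these data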;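 further: 0% = median of all compound wells on the plate and 100% = blocking peptide control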
Target sequence (P02675 whole entry, looked up): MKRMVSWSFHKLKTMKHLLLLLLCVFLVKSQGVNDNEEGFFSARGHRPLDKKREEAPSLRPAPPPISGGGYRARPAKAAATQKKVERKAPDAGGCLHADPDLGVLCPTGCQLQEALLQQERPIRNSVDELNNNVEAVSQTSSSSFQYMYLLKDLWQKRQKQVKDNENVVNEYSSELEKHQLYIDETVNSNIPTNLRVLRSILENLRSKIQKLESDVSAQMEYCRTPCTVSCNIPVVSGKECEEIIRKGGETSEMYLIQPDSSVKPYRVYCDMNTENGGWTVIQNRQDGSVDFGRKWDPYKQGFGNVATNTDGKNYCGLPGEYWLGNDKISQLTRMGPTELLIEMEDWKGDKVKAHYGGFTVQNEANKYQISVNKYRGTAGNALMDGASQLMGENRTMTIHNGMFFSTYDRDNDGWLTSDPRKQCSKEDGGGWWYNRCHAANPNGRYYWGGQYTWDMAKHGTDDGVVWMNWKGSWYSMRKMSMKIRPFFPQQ
ADAM10 inh = inhibitors of human ADAM10; recombinant ADAM10, EDANS/DABCYL FRET peptide cleavage, 3 h; inhibition, % at 7 µM; hit rate 0.62% among 370,000; AID 720582;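 active means inhibition above a per-campaign cutoff equal to the mean of compounds falling between control-based bounds plus 3 SD, cut at about 20% in these data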;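 further: 0% = DMSO wells while the 100% control is not disclosed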
DDE Tn7 FP inh = disrupts Tn7 cyclic peptide binding to fibrin D-Dimer-E complex. P02675. FP displacement of FITC-Tn7 peptide from fibrin DD(E); 0% = median of compound wells per plate. inhibition, % at 8.3 µM. hit rate 0.13% among 370,000. AID 720508;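 active means inhibition above the mean of compounds falling within the control limits plus 3 SD of them, cut at about 14% in these data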;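 further: 0% = plate median of compound wells and 100% = 10 µM Aha-Tn7 peptide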
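Assay system: human fibrin DD(E). Input: DD(E) 2 µM final. Medium: Tris buffer with calcium and detergent, pH 7.8. Compound dosing: single point at 8.3 µM. Timing: 10 min plus 3 h, room temperature. Technique: fluorescence polarization of the labelled Tn7 tracer. Read-out: percent inhibition. Replicates: singlicate testing.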
LEDGF integ inh = blocks HIV-1 LEDGF/p75-dependent DNA integration. TR-FRET IN-LEDGF/p75 DNA integration, Eu/Cy5. inhibition, % at 3.7 µM. hit rate 0.64% among 370,000. AID 743269;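 active means inhibition above the screen-wide mean plus 3 SD, cut at about 13% in these data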;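 further: signal is the Cy5 over europium emission ratio at 671 and 618 nm; 0% = plate median of compound wells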
ARFGAP1 inh = rat ARFGAP1 inhibition | Q62848 | hit rate 0.26% among 360,000 | Arfgap1-stimulated ARF1 GTP hydrolysis, GDP FP detection | inhibition, % at 16.5 µM;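 active means inhibition above a per-plate limit, mean inhibition of low control wells plus 3 SD, cut at about 25% in these data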;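 further: 0% = DMSO wells with enzyme and 100% = wells lacking Arfgap1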
Target sequence (Q62848 1-136 limits assumed): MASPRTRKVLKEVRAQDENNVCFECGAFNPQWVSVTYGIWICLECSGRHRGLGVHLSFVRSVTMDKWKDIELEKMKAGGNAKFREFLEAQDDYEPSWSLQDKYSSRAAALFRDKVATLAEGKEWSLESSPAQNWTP
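System: truncated rat Arfgap1 GAP domain / Benchmarks: high control wells lacking Arfgap1, low control full reaction with DMSO / Times: compound-enzyme preincubation 20 min, reaction 120 min, detection 60 min, 25 °C / Repeats: one replicate per compound / Also added: human ARF1(Δ1-17)-GTP substrate / Measured by: Tracer-displacement fluorescence polarization with EDTA stop, 620/688 nm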
PLC-gamma1 inh = PLC-gamma1 (human) inhibition, primary screen; hit rate 0.84% among 370,000; inhibition, % at 12.2 µM; purified PLC-gamma1, fluorogenic substrate, fluorescence; in the data active means inhibition above about 9.5%
* marks the source's active call; other numbers are inactive results.

Start of the data: the first 3 compounds, to show the layout:
SMILES	ASAP1 GAP inh	TDP2 absorb	ADAM17 inh	proKLK7 act	DDE Tn6 FP inh	ADAM10 inh	DDE Tn7 FP inh	LEDGF integ inh	ARFGAP1 inh	PLC-gamma1 inh
CC(C)COC(=O)N(C)C[C@H]1OCc2cnnn2CCCC(=O)N([C@@H](C)CO)C[C@H]1C	-4	6	-3	-0.9	-6	0	-7	3	8	0
COc1cccc(S(=O)(=O)N(C)C[C@H]2OCc3cn(nn3)CCCC(=O)N([C@@H](C)CO)C[C@@H]2C)c1	1	-1	-7	0.1	0	-6	0	-1	2	-1
CCOC(=O)C(NC(=O)c1ccccc1)(OCc1ccc(F)cc1)C(F)(F)F (configuration not stated)	14	-14	6	-0.4	0	0	-4	-1	2	2

Main list (from the top)
SMILES	ASAP1 GAP inh	TDP2 absorb	ADAM17 inh	proKLK7 act	DDE Tn6 FP inh	ADAM10 inh	DDE Tn7 FP inh	LEDGF integ inh	ARFGAP1 inh	PLC-gamma1 inh
CC(C)COC(=O)N(C)C[C@H]1OCc2cnnn2CCCC(=O)N([C@@H](C)CO)C[C@H]1C	-4	6	-3	-0.9	-6	0	-7	3	8	0
COc1cccc(S(=O)(=O)N(C)C[C@H]2OCc3cn(nn3)CCCC(=O)N([C@@H](C)CO)C[C@@H]2C)c1	1	-1	-7	0.1	0	-6	0	-1	2	-1
CCOC(=O)C(NC(=O)c1ccccc1)(OCc1ccc(F)cc1)C(F)(F)F (configuration not stated)	14	-14	6	-0.4	0	0	-4	-1	2	2
CN(C)N1C(=O)CC(C)(c2ccc([N+](=O)[O-])cc2)C1=O (configuration not stated)	5	14	-3	-0.1	-6	4	-5	0	6	0
CCn1nc(C)c(CNC(=O)C2CCC(=O)N(Cc3ccc(Cl)cc3)C2)c1C (configuration not stated)	-3	9	2	0.6	6	5	10	3	-18	2
COc1ccccc1C(=O)NC(=O)COC(=O)Cc1n[nH]c(=O)c2ccccc12	-1	-2	-2	-0.3	-3	1	-13	-2	4	3
CC1CCN(C(=S)NC(=O)c2ccccc2)CC1	6	-14	0	-0.3	4	1	-1	-1	9	4
CC1CCc2c(C(=O)Nc3ccccn3)csc2C1 (configuration not stated)	-5	-24	4	0.1	-11	3	-7	6	5	5
COc1ccc(C(=O)CSc2nnc(CNC(=O)c3ccccc3F)n2C)cc1OC	8	-5	-1	0.7	3	-2	3	-11	10	1
CC(C)CCn1nnnc1CN1CCN(C(c2ccccc2)c2ccccc2)CC1	3	-5	2	-0.5	6	5	2	-6	-2	0
O=S(=O)(Cc1ccccc1)N1CCCc2ccccc21	7	8	-3	-0.3	-7	-5	1	-1	-11	1
CCOc1ccc(NC(=O)c2cccc(-n3cnnn3)c2)cc1	-7	2	-1	-0.4	8	-2	6	0	4	0
CC(Sc1ncn[nH]1)C(=O)NCc1ccccc1 (configuration not stated)	6	-12	-5	0.1	-1	-10	9	-7	4	-5
Cc1coc2c(C)c3oc(=O)c(CCC(=O)NCc4ccccn4)c(C)c3cc12	3	6	-89	7.2	0	-335	-5	0	1	-195
O=C(/C=C\c1cccs1)c1c(O)ccc2ccc(=O)oc12	-19	4	-3	-0.2	-1	-15	-4	2	-7	-27
COC(=O)C(OC(=O)c1ccc(OC)cc1)C(=O)OC	-5	9	-3	0.4	-8	-4	-9	-3	19	0
Cc1c(/C=N\NC(=O)C2COc3ccccc3O2)c2ccccc2n1C (configuration not stated)	-5	4	-2	0.5	-2	9	-4	-3	13	-1
COc1cc(C#Cc2c(-c3cncn3C)n(C)c3ccc(-c4ccc(OC)nc4)cc23)cc(OC)c1	25	-10	-24	-6.8	-7	-79	1	4	9	-29
COc1ccc(C)cc1NC(=O)C(=O)NNC(=O)COc1ccc(Cl)cc1	7	-7	-4	-0.4	-10	4	2	-7	16	-3
COc1ccc(N2CCc3c(C)nc4c(OC)cccc4c32)cc1	0	4	-4	-0.7	2	-2	-6	-2	-8	-65
N#CCC(=O)Nc1ccc(C(=O)OCC(=O)Nc2sc3c(c2C#N)CCCC3)cc1	3	3	0	-0.5	-5	0	-4	2	3	-9
COc1ccc2c(c1)c[n+](C)c1c3cc(OC)c(OC)cc3ccc21	-14	-2	-6	-1.5	0	-27	-2	0	-4	-20
CC(C)N=C1SC(CC(=O)Nc2ccccc2)C(=O)N1C(C)C (configuration not stated)	5	1	0	0.0	-1	0	-4	1	0	3
COc1ccccc1C(=O)NCCC(=O)N(C)CC(=O)Nc1ccccc1Br	-8	-1	-5	-0.4	2	-4	4	-2	2	3
O=c1c2ccccc2[nH]c(=S)n1CCc1ccccc1	10	1	-2	-0.4	1	10	-4	2	-16	1
(further entries)
SMILES	ASAP1 GAP inh	TDP2 absorb	ADAM17 inh	proKLK7 act	DDE Tn6 FP inh	ADAM10 inh	DDE Tn7 FP inh	LEDGF integ inh	ARFGAP1 inh	PLC-gamma1 inh
N#CC1=C(N)NC(=S)C(C(N)=O)C1c1ccc([N+](=O)[O-])cc1 (configuration not stated)	5	7	-1	-0.2	5	-1	-7	0	-13	3
O=C(NC(Cc1ccccc1)C(=O)O)/C(=C/c1cccc(Br)c1)NC(=O)c1ccco1 (configuration not stated)	6	5	-7	0.7	-8	-14	3	-1	-5	-34
COc1ccc(/C(C)=N/NC(=O)c2ccccc2OCc2ccccc2)c(OC)c1	-6	-13	-2	1.1	2	-2	0	0	-6	-8
COc1ccc2c(c1)c(C(=O)N/N=C/c1ccc(OC)c(OC)c1)c(C)n2C	5	1	1	0.0	-6	0	-9	2	13	2
O=C(CCc1nc2ccccc2c(=O)[nH]1)OCc1nnc(-c2ccccc2)o1	4	-17	4	0.3	-4	-1	-2	0	-1	0
O=C(NCc1ccccc1)C1=C[C@H](C2CC2)C[C@H](OCc2ccc(CO)cc2)O1	7	7	-1	-0.7	-2	5	2	-3	-6	1
COc1c2c(cc3oc(CO[C@@H]4O[C@H](CO)[C@@H](O)[C@H](O)[C@H]4O)cc(=O)c13)O[C@H](C(C)(C)O)C2	10	18	-16	0.6	3	-40	3	-1	-4	-25
COc1cc(/C=C2\SC(=Nc3ccccc3)N(Cc3ccco3)C2=O)ccc1OC(C)C(=O)O (configuration not stated)	-9	-12	0	-0.6	-6	1	-2	4	-7	-3
Cc1c(NC(=O)/C(=C/c2cccs2)NC(=O)c2ccccc2)c(=O)n(-c2ccccc2)n1C	-2	-3	3	0.9	-4	9	-4	-1	-5	5
COC(=O)c1ccccc1NC(=O)c1cnn2cccnc12	7	-4	-8	0.0	5	-7	1	-4	4	-3
O=C(NCc1ccccc1Cl)C1CCC(CNc2c(N3CCCCC3)c(=O)c2=O)CC1 (configuration not stated)	4	2	2	0.4	4	3	1	4	-7	3
COc1ccc(CCNC(=O)c2c[nH]c3ccccc3c2=O)cc1OC	2	6	-1	-0.2	-1	-10	1	0	-4	2
O=C(CC1C(=O)NCCN1Cc1cccc(F)c1F)NCCCC1CCCC1 (configuration not stated)	-6	8	-4	0.8	-5	-6	1	1	-6	-4
Cc1cccnc1CN1CCN(Cc2nc(Cc3cccc(F)c3)no2)CC1	-2	4	-6	-0.3	1	3	1	-4	-8	-5
Cc1ccc2[nH]c(O)c(N=NC(=O)CCc3ccccc3)c2c1Br	2	-9	3	0.6	-7	8	-1	3	16	9.9*
CSc1nnc(SCC(=O)Nc2ccc3[nH]c(=O)[nH]c3c2)s1	-11	8	-2	-0.4	9	-1	1	0	2	3
Cc1ccc(-n2c(SCC(=O)NC3CCCCC3)nc3c(c2=O)SCC3)cc1	6	2	2	0.6	-12	2	-6	6	10	4
CN1CCN(S(=O)(=O)c2ccc(NC(=O)c3cccc(S(=O)(=O)N4CCCC4)c3)cc2)CC1	-5	-7	-2	0.2	-3	-6	-4	0	0	1
CCOC(=O)c1cnc2ccccc2c1Nc1ccc2c(c1)OCCO2	6	-10	4	-0.5	-4	11	-5	-1	-4	-5
Cc1ccc(NC(=O)CN2C(=O)C3CC=CCC3C2=O)cc1S(=O)(=O)N1CCOCC1 (configuration not stated)	6	-18	-5	0.4	0	-15	6	-7	-9	-5
CC(C)C1C(=O)N(Cc2cn(CCC3OCCCO3)nn2)CCS(=O)(=O)N1Cc1ccc(-c2cccc(N(C)C)c2)cc1 (configuration not stated)	4	-4	-7	-0.7	3	-23	-4	-3	4	-3
CCC(C)(C)n1nnnc1C(c1ccccc1F)N1CCN(C(=O)c2ccco2)CC1 (configuration not stated)	2	18	-2	0.0	-3	-2	-2	-1	0	4
COCCn1c(C)cc(C2=NNC(=Nc3ccccc3)SC2)c1C	0	0	-4	0.8	17*	-1	-1	2	4	-5
COC(=O)C[C@@H]1C=C[C@@H](NC(=O)CN(C)C)[C@@H](CO)O1	2	0	-2	0.0	7	-4	2	1	10	-3
O=C(CC(c1ccco1)S(=O)(=O)c1ccccc1)c1ccc(F)cc1 (configuration not stated)	8	-7	-4	-2.8	4	-8	2	0	2	0
(continued)
SMILES	ASAP1 GAP inh	TDP2 absorb	ADAM17 inh	proKLK7 act	DDE Tn6 FP inh	ADAM10 inh	DDE Tn7 FP inh	LEDGF integ inh	ARFGAP1 inh	PLC-gamma1 inh
CC(=NNc1ccc2ccccc2n1)c1ccccc1O	-6	-4	-1	-0.4	7	-1	3	-2	-2	-4
Cc1cccc(NC(=O)c2ccc3c(=O)n4c(nc3c2)CCCCC4)n1	-7	-7	6	0.0	-5	-2	-5	7	-1	2
COc1cccc(-n2c(SC3CCOC3=O)nc3ccccc3c2=O)c1 (configuration not stated)	6	13	-6	-0.4	0	-4	1	1	-2	0
COCCN1C(=O)c2ccc(C(=O)NCc3ccco3)cc2C1=O	-15	5	-5	-0.3	-2	-10	-1	-4	-10	2
COc1ccc(C(=O)N2CCN(Cc3ccccn3)CC2)cc1	17	3	-7	-0.9	-7	-3	4	-2	2	0
NS(=O)(=O)c1ccc(CNC(=S)Nc2ccc(F)c(Cl)c2)cc1	-3	5	0	-0.3	1	3	4	-1	4	4
NC(=O)c1ccccc1NC(=O)Nc1ccccc1Cl	-6	-1	-50	3.5	2	-114	1	2	3	-32
CC(C)Sc1nc2ccc(N3C(=O)C4CCCCC4C3=O)cc2s1 (configuration not stated)	1	5	0	0.2	4	-7	-6	7	12	3
COc1cc(Nc2nc3ccccc3n3nnnc23)cc(OC)c1OC	1	-4	-7	-0.4	-3	-13	-1	2	6	-15
O=C(CN(C(=O)c1csnn1)c1cccc(Cl)c1)NC1CCCCC1	12	-1	-3	0.3	2	-6	11	0	11	-3
COc1ccc(/C=C2\SC(=O)N(CCCC(=O)Nc3ccc(C(=O)O)cc3)C2=O)cc1	-6	8	-1	-0.9	-4	-4	6	0	9	0
O=C(Nc1cccc(-c2nc3ccccc3s2)c1)c1cccs1	10	9	1	-0.4	0	11	0	0	19	1
